Screening results from PubChem BioAssay.
TbPYK inhibitor = blocks Trypanosoma brucei pyruvate kinase | Q57TT1 | TbPYK enzyme, Kinase-Glo Plus ATP luminescence, 45 min | 410,000 compounds, 0.12% hits | Potency, µM (series often up to 76.8 µM), without a hit: at the highest dose activity, negative = inhibition, actives largely listed as inhibitors; also: nearly all actives have a fitted effect of over 50% in size
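TbPYK + substrate in 50 mM TEA pH 7.2, 100 mM KCl, 10 mM MgCl2, 0.05% BSA, 0.01% Tween-20; cpd pinned; ADP 130 uM final; 45 min RT; Kinase-Glo Plus 10 min; luminescence endpoint.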
Sm TGR block = inhibitors of Schistosoma mansoni thioredoxin glutathione reductase; Q962Y6; purified TGR, DTNB reduction, TNB absorbance 405 nm; 360,000 compounds, 3% hits; AID 485364; Potency, µM (titrated, usually from 114 µM), for the others: at the top dose activity change, negative = inhibition, actives largely listed as inhibitors; also: nearly all actives have a fitted effect of over 60% in size
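TGR 20 nM + NADPH 100 uM (dispensed conc.), cpd preinc 15 min RT; start with NADPH (500 uM addition) then DTNB (15 mM addition). Kinetic TNB absorbance, 405 nm filter. Four-parameter Hill fit across titration.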
Active calls of the source: *; [ ] = remark or other dose. Calls follow the shape of the dose curve; as a rule, active = well fitted curve in the direction sought with a large enough effect; inconclusive = small, poorly fitted or top-dose-only effect, or another doubt; inactive = no such curve, though single readings can be large; an effect the other way counts as inactive or inconclusive. % is scaled to controls: 0 for no effect and ±100 for the full control effect; potency is read from the fitted curve at half-maximal effect. An excerpt; rates above refer to the full screens.

The opening 13 entries (preview)
SMILES | TbPYK inhibitor | Sm TGR block
COc1ccc(S(=O)(=O)NCCc2cn3ccsc3n2)cc1OC | 0% | 40µM*
COc1cc2oc(=O)c(CC(=O)NCCc3ccccc3F)c(C)c2cc1OC | 4% | 1%
CC(=O)Nc1ccc(NC(=O)CCC(=O)c2ccc(C)cc2)cc1 | 2% | 5%
COc1ccc(CC(=O)NCc2nc3cccnc3n2Cc2ccccc2)cc1 | -3% | 0%
CC1CCCN(c2nc3c(S(=O)(=O)c4ccc(C(C)C)cc4)nnn3c3ccsc23)C1 (stereo unspecified) | -4% | 1%
O=C(NCCc1ccc(Cl)cc1)c1ccc2c(c1)N(Cc1ccc(F)cc1Cl)C(=O)CS2 | -3% | -2%
O=S(=O)(NCc1nc2cccnc2n1Cc1ccccc1)c1ccc2c(c1)CCCC2 | -4% | 2%
CCCN(CCC)CCNC(=O)CN1C(=O)COc2ccc(S(=O)(=O)N3CCC(C)CC3)cc21 | -1% | 3%
CCOC(=O)C1=C(C)NC(=O)NC1c1cn(-c2ccccc2)nc1-c1ccc(OC(C)C)cc1 (stereo unspecified) | 4% | 5%
CCn1cc2nc(SCC(=O)Nc3ccc(OC)c(Cl)c3)n(Cc3ccc(OC)cc3)c(=O)c2n1 | -8% | -10%
COc1ccc2nc(N3CCN(C(=O)CS(=O)(=O)c4ccc(C)cc4)CC3)sc2c1 | 7% | -1%
Cn1c(=O)c2c(nc(SCC(=O)Nc3ccc(F)cc3)n2Cc2ccccc2)n(C)c1=O | 4% | 9%
COC(=O)c1c(NC(=O)COc2ccc(OC)cc2)sc2c1CCC(C)C2 (stereo unspecified) | 21% | 11%

All compounds of this part, previewed entries included:
SMILES | TbPYK inhibitor | Sm TGR block
COc1ccc(S(=O)(=O)NCCc2cn3ccsc3n2)cc1OC | 0% | 40µM*
COc1cc2oc(=O)c(CC(=O)NCCc3ccccc3F)c(C)c2cc1OC | 4% | 1%
CC(=O)Nc1ccc(NC(=O)CCC(=O)c2ccc(C)cc2)cc1 | 2% | 5%
COc1ccc(CC(=O)NCc2nc3cccnc3n2Cc2ccccc2)cc1 | -3% | 0%
CC1CCCN(c2nc3c(S(=O)(=O)c4ccc(C(C)C)cc4)nnn3c3ccsc23)C1 (stereo unspecified) | -4% | 1%
O=C(NCCc1ccc(Cl)cc1)c1ccc2c(c1)N(Cc1ccc(F)cc1Cl)C(=O)CS2 | -3% | -2%
O=S(=O)(NCc1nc2cccnc2n1Cc1ccccc1)c1ccc2c(c1)CCCC2 | -4% | 2%
CCCN(CCC)CCNC(=O)CN1C(=O)COc2ccc(S(=O)(=O)N3CCC(C)CC3)cc21 | -1% | 3%
CCOC(=O)C1=C(C)NC(=O)NC1c1cn(-c2ccccc2)nc1-c1ccc(OC(C)C)cc1 (stereo unspecified) | 4% | 5%
CCn1cc2nc(SCC(=O)Nc3ccc(OC)c(Cl)c3)n(Cc3ccc(OC)cc3)c(=O)c2n1 | -8% | -10%
COc1ccc2nc(N3CCN(C(=O)CS(=O)(=O)c4ccc(C)cc4)CC3)sc2c1 | 7% | -1%
Cn1c(=O)c2c(nc(SCC(=O)Nc3ccc(F)cc3)n2Cc2ccccc2)n(C)c1=O | 4% | 9%
COC(=O)c1c(NC(=O)COc2ccc(OC)cc2)sc2c1CCC(C)C2 (stereo unspecified) | 21% | 11%
O=S(=O)(c1ccc(Cl)cc1)c1nnn2c1nc(NCc1ccccc1)c1sccc12 | 2% | -2%
COc1ccc(CC(=O)N2CC(=O)Nc3ccc(Br)cc3C2c2ccc(F)cc2)cc1OC (stereo unspecified) | -4% | 18%
Cc1ccccc1Cn1c(=O)n(Cc2ccc3c(c2)OCO3)c(=O)c2oc3ccccc3c21 | -1% | 6%
Cn1cnnc1SCC(=O)Nc1cc(C(=O)O)cc(C(=O)O)c1 | 2% | 0%
Cc1ccc(C)c(NC(=O)C(=O)NCCc2csc(-c3ccc(C(F)(F)F)cc3)n2)c1 | -3% | 9%
O=C(CCCN1C(=O)C(c2ccccc2)Oc2cccnc21)Nc1ccc(Br)cc1F (stereo unspecified) | -4% | -2%
O=C(/C=C\c1ccc2c(c1)OCO2)NC1CC(=O)N(c2ccc(Cl)cc2)C1 (stereo unspecified) | -4% | 6%
Cc1cccc(N(CC(=O)N(C)Cc2ccccc2)S(=O)(=O)c2ccccc2)c1C | 2% | 9%
CC(=O)c1ccc(NC(=O)CN(C)S(=O)(=O)c2cccc3nsnc23)cc1 | 1% | -2%
CC(C)CC(NC(=O)C1CCC(C)CC1)C(=O)OCC(=O)c1ccc(Cl)cc1 (stereo unspecified) | -18% | 0%
CC1CCN(CC2CCN(C(=O)NCc3ccc(F)cc3)CC2)CC1 | -5% | 9%
COc1ccc(NC(=O)c2c(-c3ccc(C)cc3)nnc3ccccc23)cc1Cl | 1%[15.4 µM] | -5%
COc1ccc(C(=O)Nc2cc(C(C)C)c(O)c(S(=O)(=O)c3ccc(Cl)cc3)c2C)cc1 | 7% | 29%
O=C(Cc1ccc(-c2ccccc2)cc1)NCCS(=O)(=O)N1CCN(c2ccccc2F)CC1 | -4% | 0%
CCOc1cc(C2c3c(-c4ccccc4O)n[nH]c3C(=O)N2CCc2ccccc2)ccc1O (stereo unspecified) | 6% | -9%
Cc1cccc(C)c1NC(=O)C(=O)NCC(c1ccc2c(c1)OCO2)N1CCN(C)CC1 (stereo unspecified) | 1% | 11%
COc1ccc(-c2cc(C(=O)O)n(Cc3ccccc3)n2)cc1 | 1% | 5%
CCn1c2c(c(=O)n3ncc(C(=O)N4CCN(c5ccccc5)CC4)c13)CN(Cc1ccc(OC)cc1)CC2 | -9% | -23%
CCN(Cc1ccccc1)C(=O)CCS(=O)(=O)c1cc(Br)cc2c1N(C(=O)C1CC1)CC2 | -9% | -13%
Cc1cccc(N(C)C(=O)Cn2cnc3nc4c(cc3c2=O)CCCC4)c1 | -5% | -9%
CC(=O)c1cccc(NC(=O)c2sc3nc4c(cc3c2N)CCCC4)c1 | 0% | -1%
COc1cccc(/C=C/c2nc(C#N)c(NCCc3ccc(OC)c(OC)c3)o2)c1 | -8% | 4%
Cc1ccccc1NC(=O)c1c(NC(=O)C(F)(F)F)sc2c1CCCCC2 | 5% | -5%
CC(Oc1ccccc1)C(=O)OCc1cc(=O)n2nc(C(C)C)sc2n1 (stereo unspecified) | 3% | 0%
COc1cc(NC(=O)CC2C(=O)N(c3cccc(C)c3)C(=O)N2Cc2ccc(F)cc2)cc(OC)c1 (stereo unspecified) | 5% | 3%
CC(C)Oc1ccc(CNC(=O)C2CCN(c3nc4ccccc4n(C)c3=O)CC2)cc1 | 3% | 2%
COc1ccc(-n2nc(C(=O)Nc3cc(C)c(Cl)cc3OC)c3c4ccccc4n(C)c3c2=O)cc1 | 6% | -1%
COc1ccc(OC)c(CNC(=O)Cc2ccc(NC(=O)N3CCCCc4ccccc43)cc2)c1 | 0% | 0%
COc1ccc(CNC(=O)c2cnc3sc(N4CCCCCC4)nn3c2=O)cc1 | 5% | -1%
COc1ccc(CNC(=O)c2cc3c(=O)n(C)c4ccccc4c3n2C)cc1 | -2% | 2%
O=C(Nc1cccc(Cl)c1)Nc1ccccc1OCc1cc(=O)n2ccccc2n1 | -5% | -3%
O=C(CCC(=O)N1Cc2ccccc2Oc2ncccc21)Nc1ccc(Cl)cc1 | -2% | 4%
Cc1nnc(N2CCN(c3ccccc3F)CC2)c2c1nnn2Cc1ccccc1Cl | 1% | 0%
COc1ccc(CNc2ncnc3onc(C)c23)cc1 | 8% | -6%
Cc1c(Cl)cccc1NC(=O)CN1C(=O)C(C)N=C(c2ccccc2)c2ccccc21 (stereo unspecified) | 3% | 3%
COCCCNC(=O)Cn1c(=O)n(Cc2ccc(C(=O)NCc3ccc(C)cc3)cc2)c(=O)c2ccccc21 | 2% | 6%
Cc1ccccc1CS(=O)(=O)c1ncc(Cl)c(C(=O)Nc2nnc(C(C)C)s2)n1 | 3% | 20µM*
COc1ccc(-c2nc(SCC(=O)Nc3c(C)cc(C)cc3C)n[nH]2)cc1 | 5% | 1%
Cc1ccc(Nc2c(-c3ccco3)nc3ccc(C)cn23)cc1 | 3% | -3%
COc1ccc(Cl)cc1C(=O)NCC(c1ccc(N(C)C)cc1)N1CCCC1 (stereo unspecified) | -6% | 1%
CCOc1ccc(NS(=O)(=O)c2ccc3c(c2)NC(=O)CCS3)cc1 | 0% | 3%
CCOc1ccc2nc(N3CCN(C(=O)C(C)C)CC3)sc2c1 | -8% | 0%
COc1ccccc1N1CCN(C(=O)Nc2cn(CC(C)C)c(=O)c3ccccc23)CC1 | -10% | -2%
COc1ccc(CCC(=O)NCCc2csc(-c3ccc(F)cc3)n2)cc1 | 0% | -4%
CCOc1cc(C(=O)Nc2ccc3oc(-c4ccc(F)cc4Cl)nc3c2)cc(OCC)c1OCC | -3% | -1%
COc1cccc(NC(=O)CCc2nnc3n(Cc4ccccc4Cl)c(=O)c4ccccc4n23)c1 | 3% | 1%
Cc1ccc(C)c(NC(=O)CSc2nnc3[nH]c(=O)cc(-c4ccccc4)n23)c1 | -6% | -3%
Continued.
SMILES | TbPYK inhibitor | Sm TGR block
Cc1nn(CC(=O)N2CCN(c3cccc(C(F)(F)F)c3)CC2)c(=O)c2cc3sccc3n12 | 0% | 1%
Nc1c(C(=O)Nc2ccc(Cl)c(C(F)(F)F)c2)sc2nc3c(cc12)N1CCC3CC1 | 1% | -13%
COc1ccc2c(C)c(CC(=O)NCCc3ccc(Cl)cc3)c(=O)oc2c1C | 0% | 5%
COc1cc(CN(CC2CCCO2)C(=O)c2ccccc2F)cc(OC)c1OC (stereo unspecified) | 0% | -7%
COc1ccc(NC(=O)CN2C(=O)C3(SCC(=O)N3c3ccccc3)c3ccccc32)cc1Cl (stereo unspecified) | 0% | 1%
O=C(NCCOCCn1c(=O)oc2ccccc21)Nc1ccc(F)cc1 | -8% | -3%
Cc1ccc(NC(=O)C2Cc3ccccc3N2C(=O)c2ccccc2)cc1Cl (stereo unspecified) | 3% | 0%
Cc1ccc(NC(=O)CN2C(=O)C(c3ccc(F)cc3)=NC2(C)C)c(C)c1 | -4% | 13%
CCc1ccccc1Nc1cc(C(=O)NC2CCC(C)CC2)c2ccccc2n1 (stereo unspecified) | 2% | -1%
c1ccc(CN2CCN(c3ncnc4c3cnn4-c3ccccc3)CC2)cc1 | -4% | 7%
COc1ccc(C)c2sc(N3CCN(C(=O)c4cccc(F)c4)CC3)nc12 | -4% | -1%
CCOC(=O)c1ccc(NC(=O)Nc2cc3c(cc2N2CCCCC2)n(CC)c(=O)n3CC)cc1 | -3% | 20%
Cc1cccc(N2CCN(C(=O)Cn3nc(C)c4sc5ccccc5c4c3=O)CC2C)c1 (stereo unspecified) | 1% | -2%
Cc1cc(C)c(NC(=O)Cn2c(=O)n(CCC(=O)NCc3ccccc3Cl)c(=O)c3sccc32)c(C)c1 | -4% | -1%
CCc1ccc(N2C(=O)CSC23C(=O)N(Cc2cccc(F)c2)c2ccccc23)cc1 (stereo unspecified) | 6% | 8%
Cc1ccc(Cn2ccnc2SCC(=O)Nc2ccc3c(c2)OCO3)cc1 | 7% | -1%
Cc1ccc(OCC(=O)Nc2ccc3nc(SCc4ccccc4)sc3c2)cc1 | 0% | -1%
Cc1ccc(Cl)cc1NC(=O)c1oc2ccc(S(=O)(=O)N(C)C3CCCCC3)cc2c1C | -14% | 1%
COc1cc(NC(=O)CCc2c(C)n(C)c3cc(-c4ccccc4C)nn3c2=O)cc(OC)c1OC | -12% | 0%
CC(=O)N1c2ccccc2CC1C(=O)N1CCN(c2ccccc2F)CC1 (stereo unspecified) | 2% | -1%
CCCc1cc(=O)[nH]c(SCc2nc(-c3ccc(C)cc3)no2)n1 | -1% | 6%
CN1C(=O)C2(SCC(=O)N2c2ccc(Cl)cc2)c2ccccc21 (stereo unspecified) | 3% | 1%
COc1ccc(C2=C(C)C(=O)N(Cc3ccc(C(=O)NC(C)c4ccccc4)cc3)S2(=O)=O)cc1 (stereo unspecified) | 1% | -3%
CCN(Cc1ccccc1)S(=O)(=O)c1cc(C(=O)Nc2cc(Cl)cc(Cl)c2)ccc1F | -8% | 7%
CCCN1CCN(CCCNC(=O)c2ccc3c(c2)sc2nc(-c4ccc(C)cc4)cn23)CC1 | 1% | -1%
Cc1ccc2c(=O)cc(C(=O)Nc3ccc(S(=O)(=O)N(C)c4ccccc4)cc3)oc2c1C | 2% | -8%
CCC(C)NC(=O)Cn1c(=O)n(CCCC(=O)NCc2ccc(C)cc2)c(=O)c2ccccc21 (stereo unspecified) | -1% | -1%
CCOc1cc2c(cc1OCC)C(CC(=O)O)N(C(=O)Nc1ccc(Br)c(C)c1)CC2 (stereo unspecified) | -4% | -2%
O=C1CS(=O)(=O)C2(C(=O)N(Cc3ccccc3)c3ccccc32)N1c1ccccc1 (stereo unspecified) | -1% | 1%
Cc1ccc(-n2nc3cc(C)c(NC(=O)c4ccc(-c5ccccc5)o4)cc3n2)cc1 | -3% | -14%
Cc1oc2ncnc(N3CCCCC3)c2c1C(=O)Nc1cccc(F)c1 | 6% | 1%
COc1ccc(NC(=O)CSc2nc(-c3ccc(F)cc3)[nH]c2-c2ccc(C)cc2)cc1OC | 1% | -1%
O=C(C1CCN(S(=O)(=O)Cc2ccccc2)CC1)N1CCN(c2ccc(F)cc2)CC1 | -3% | -7%
